Hsp90 inh – displaces geldanamycin probe from tumor Hsp90; NCI-N417 lysate Hsp90, Cy3B-geldanamycin FP displacement; 0.35% of 64,000 active; P07900; inhibition, % at 30 µM;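 active = inhibition above 50%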;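 note: 0% = tracer plus lysate wells and 100% = tracer alone without lysate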
Numbers without * were called inactive. A portion of the library; rates above refer to the full screens.

molecule | Hsp90 inh
CCOC(=O)Nc1ccc(NCc2ccc(F)cc2)nc1N | 11
C[C@H]1c2cccc(O)c2C(O)=C2C(=O)[C@]3(O)C(O)=C(C(N)=O)C(=O)[C@@H](N(C)C)[C@@H]3[C@@H](O)[C@@H]21 | 18
O=C(O)CCCCCCCC(=O)O | 1
Cc1nc2c([nH]1)c(=O)n(C)c(=O)n2Cc1ccco1 | 1
CN=C(NC#N)Nc1ccc(C2=NNC(=O)CC2C)cc1 (stereo not given) | -1
Nc1cc(=O)[nH]c(N)n1 | -2

Fetched by structure from the entries so far, three records:
molecule | Hsp90 inh
O=C(O)CCCCCCCC(=O)O | 1
CN=C(NC#N)Nc1ccc(C2=NNC(=O)CC2C)cc1 (stereo not given) | -1
Nc1cc(=O)[nH]c(N)n1 | -2
